Compound activity from PubChem BioAssay.
SSB-PriA inh – inhibitors of Klebsiella pneumoniae PriA binding to SSB C-terminal tail, primary screen, biochemical, AlphaScreen; hit rate 0.6% among 430,000; AID 1272365, 2023; inhibition, % at 33 µM; AlphaScreen SSBct-PriA binding, biotinylated peptide; in the data active = inhibition mostly above about 37%, no sharp cut-off; inactive = mostly below about 20%;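 note: plate controls were negative control peptide for no effect and reference peptide for full effect; strong numbers were not always called active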
Starred values were filed as active, the others as inactive; & = joins results of further samples. A portion of the library (hit frequency here may not be typical).

SMILES	SSB-PriA inh
COc1ccc(Nc2nc(Nc3cccc(OC)c3)nc(N3CCCC3)n2)cc1	26.0
Cc1ccc(-c2nc(NN=Cc3cccc([N+](=O)[O-])c3)c3ccccc3n2)cc1	-11.9
O=C(Nc1cnc(Oc2ccccc2)nc1)Nc1ccc(F)c(Cl)c1	1.0
COc1ccc(-c2ccc(=O)n(CCNC(=O)COc3ccc4c(c3)OCO4)n2)cc1	-3.0
O=C(COc1cccc2ccccc12)Nc1ccc(S(=O)(=O)Nc2nccs2)cc1	15.0
COc1ccc(C(=O)N2CCN(CCn3c(C)ccc3C)CC2)cc1	9.0
O=C(Cc1csc(Nc2ccc(F)cc2)n1)NC[C@H]1CCCO1	-5.0
O=C(CN1CCCCCC1)NN=Cc1ccc(Cl)c(Cl)c1	-4.0
CCOC(=O)CNC(=O)CSc1nnc(-c2ccncc2)o1	-20.0&-7.0
CC(C)(C)c1ccc(S(=O)(=O)Nc2ccc(Cl)c(Cl)c2)cc1	-22.0&-17.0
CCOC(=O)c1ccc2nc(-c3ccccc3)cc(OCC(=O)Nc3cccc(SC)c3)c2c1	-3.0
Cc1ccc(-c2cc(=O)n(CC(=O)Nc3ccc(OC(F)(F)F)cc3)cn2)cc1	-6.0
O=C1NCCOc2ccc(NC(=O)C3CCCCC3)cc21	-9.0&4.0
CN(C(=O)Cn1cnc2c(-c3ccc(Cl)cc3)csc2c1=O)c1ccccc1	0.0
CCOC(=O)C(=O)N1CCC2(CC1)OCCN2S(=O)(=O)c1ccc(C)cc1	26.0
O=c1oc2ccccc2cc1-c1nc(-c2ccc(C3CCCCC3)cc2)cs1	-4.0
O=C(NCCOc1ccccc1)NCC1CCN(C(=O)Nc2ccc(F)cc2)CC1	-8.0
CCOc1ccc2ccccc2c1C(=O)Nc1cc(-n2cccn2)ncn1	-19.0
CC(C)(C)OC(=O)N1CCC(C(=O)c2ccc(Cl)cc2)CC1	-8.0
COc1cccc(NC(=O)N2CCC(c3ccsc3)CC2)c1OC	0.0
O=C(NCCOc1ccc(F)cc1)NCc1ccc(Cl)cc1	-4.0
CCOc1ccc(C2C(C(=C(C#N)C#N)C3CC3)C3c4ccccc4C=CN3C2C(=O)c2ccccc2)c(OCC)c1 (stereo unspecified)	-1.0&25.0
O=C(NCc1ccc2c(c1)OCO2)c1cc(-c2ccccc2)n(C2CCS(=O)(=O)C2)n1 (stereo unspecified)	0.0
CN(C)S(=O)(=O)c1ccc(C(=O)NCCn2nc(C(F)(F)F)c3c2CCCC3)cc1	-25.0
COc1ccc(OC)c(S(=O)(=O)NCCCn2nc(-c3ccccc3)ccc2=O)c1	-7.0
CN(C)S(=O)(=O)c1ccc(C(=O)N2CCN(Cc3nc4ccccc4[nH]3)CC2)cc1	-5.0
c1cncc(CSc2nnc(-c3cccs3)o2)c1	3.0
O=c1[nH]c2nc(N3CCc4ccccc43)ncc2c(=O)n1-c1ccccc1	-1.0
Cc1ccc(Nc2n[nH]nc2C(=O)Nc2cccc(C)c2C)cc1	-1.0
CC(C)Oc1ccc(C(=O)Nc2nc3c(F)cccc3s2)cc1	-25.0
COC(=O)c1ccc(S(=O)(=O)NCC2CCN(Cc3ccsc3)CC2)cc1	-17.0
Nc1nc(SCC(=O)N2CCN(c3ccc(F)cc3)CC2)ncc1S(=O)(=O)c1cccs1	6.0
Cn1nc(-c2ccccc2NC(=O)c2cnn(-c3ccccc3)n2)ccc1=O	-11.0
CC(=O)c1sc(NN=Cc2ccccc2O)nc1C	5.5
COC1(CNC(=O)c2c(C)nc3ccccn23)CCSC1 (stereo unspecified)	7.0
COc1ccc(-c2cc3c(=O)[nH]nc(SCc4nc(-c5ccc(C)cc5)oc4C)n3n2)cc1OC	-8.0
CC(=NNC(=O)CNC(=O)c1cccnc1)c1ccccc1	-11.5
COc1cccc2sc(OC3CN(C(=O)c4ccco4)C3)nc12	-17.0
C1C2CC3CC1CC(C2)C3=NN=C1C2CC3CC(C2)CC1C3	3.0
O=C(CCn1cnc2ccccc2c1=O)N1CCN(C[C@H](O)c2cccs2)CC1	1.0
N#Cc1nccnc1N1CCC(CNC(=O)N2CCNC2=O)CC1	-16.0
COC(=O)C1CC(OC)CN1C(=O)c1ccc(F)cc1Cl (stereo unspecified)	2.0
O=c1c2ccccc2nc(COc2ccccc2)n1N=Cc1ccc(O)c(O)c1	0.0
O=C(Nc1cccc2c1C(=O)NC2=O)c1cc2cc([N+](=O)[O-])ccc2s1	-4.0
O=C(CSc1nccn2nc(-c3cccc4ccccc34)cc12)Nc1cccc(F)c1	7.0
O=C(Nc1cccc2ccccc12)C1CCCCN1S(=O)(=O)c1cccs1 (stereo unspecified)	12.0
O=C(COc1ccc(Cl)cc1)N1CCC(N2CCC[C@@H]2COCc2ccccc2)CC1	6.0
CC(=NNC(=O)c1cc(C)[nH]n1)C(C)(C)C	-8.8
NCCc1nc(C2CCCC2)no1	0.0
CCOC(=O)c1c(-c2ccccc2)oc2ccc(NS(=O)(=O)c3ccc(Br)cc3)cc12	-12.0
O=C(NCC1CCN(c2cnccn2)CC1)Nc1cccs1	3.0
CCn1nnc2c(NCC3CCCO3)ncnc21 (stereo unspecified)	-13.0
CC(C)(C)C(=O)C=C(N)c1ccccn1	8.6
N#Cc1nccnc1OC1CCN(C(=O)Cc2ccsc2)C1 (stereo unspecified)	-20.0
O=C(CN1c2ccccc2S(=O)(=O)c2ccccc21)NCc1ccccc1Cl	-7.0
O=C(NCCN1CCOCC1)C(=O)Nc1ccc(Cl)c(N2CCCS2(=O)=O)c1	-4.0
Cc1cc(NC(=O)c2c(F)cccc2Cl)n(-c2nc3c(cnn3-c3ccc(C)c(C)c3)c(=O)[nH]2)n1	-20.0
COc1cccc2cc(-c3nnc(NC(=O)C4CC(=O)N(c5ccc(F)cc5)C4)o3)oc12 (stereo unspecified)	3.0
NS(=O)(=O)c1ccc(NC(=O)Cn2cnc(-c3ccc(F)cc3)cc2=O)cc1	-9.0
Cc1ccc(C(=O)Nc2nnc(Cc3cccs3)o2)cc1C	27.0

Reformatted with bars between the fields: entries from further up.
mol | SSB-PriA inh
O=C(NCC1CCN(c2cnccn2)CC1)Nc1cccs1 | 3.0
CCn1nnc2c(NCC3CCCO3)ncnc21 (stereo unspecified) | -13.0

Some of the entries above, set out differently:
CCn1nnc2c(NCC3CCCO3)ncnc21 (stereo unspecified)
  SSB-PriA inh: -13.0

CC(C)(C)C(=O)C=C(N)c1ccccn1
  SSB-PriA inh: 8.6

N#Cc1nccnc1OC1CCN(C(=O)Cc2ccsc2)C1 (stereo unspecified)
  SSB-PriA inh: -20.0

O=C(CN1c2ccccc2S(=O)(=O)c2ccccc21)NCc1ccccc1Cl
  SSB-PriA inh: -7.0

More compounds:
SMILES	SSB-PriA inh
COc1ccc(CC(=O)NNC(=O)c2cccn(Cc3ccc(F)cc3)c2=O)cc1	3.0
COc1ccc(C(=O)CSc2nc(NC(C)=O)c(NC(=O)c3ccccc3)c(=O)[nH]2)cc1	-10.0
O=C(Nc1nc(-c2ccc(Cl)s2)cs1)c1ccc(S(=O)(=O)N2CCc3ccccc32)cc1	-17.0
COCCNC(=O)Cc1csc(Nc2ccc(F)cc2)n1	-2.0
COc1ccc2sc(N(CCCN(C)C)C(=O)c3ccc(C)c(C)c3)nc2c1	0.0
COc1cc(C)c(C)cc1S(=O)(=O)N1CCN(c2ccc(-c3cccnc3)nn2)CC1	-6.0
CCOC(=O)C(=O)NN=C(c1ccccc1)c1ccc(OC)cc1	-14.1
CN(CC(=O)Nc1ccccc1OC(F)(F)F)C(=O)c1ccc(=O)[nH]c1	-14.0
CCS(=O)(=O)NCCOc1ccc2nnc(-c3cccc(OC)c3)n2n1	-8.0
CCC(=O)Nc1cc(-c2cn3cccnc3n2)ccc1C	-7.0
Cc1ccccc1CN1CCC(c2nc3ccccc3[nH]2)CC1	-5.0
Cn1nc2c(c1NC(=O)C1CCCN(S(=O)(=O)c3ccc(F)cc3)C1)CCC2 (stereo unspecified)	-29.0&-4.0
O=C(Cn1cc(S(=O)(=O)c2ccc(F)cc2)c2ccccc21)N1CCCCCC1	-1.0
CCOC(=O)Cn1c(=NC(=O)C2=COCCO2)sc2cc(S(N)(=O)=O)ccc21	5.0
Cc1ccc(NC(=O)CC(C)n2nc(C)nc2C)cc1 (stereo unspecified)	9.0
CCOc1cc(Cl)c(S(=O)(=O)Nc2cccnc2)cc1Cl	-4.0
COc1ccc(-c2cc(-c3ccc(OC)c(OC)c3)c3c(N)c(C(=O)Nc4nccs4)sc3n2)cc1	-14.0&-2.0
O=C(Nc1ccccc1C(F)(F)F)c1n[nH]nc1-c1ccccc1	-6.0
c1cc(-c2nnc(-c3ccoc3)o2)ccn1	-19.0
O=C(c1cccc2ccccc12)N1CCC(CSc2ccccn2)CC1	12.0
COc1cccc2cc(C(=O)Nc3ccc4nc(N5CCN(C)CC5)sc4c3)oc12	-6.0*
Cc1cc(NC(=O)c2ccc3c(c2)OCO3)n(-c2nc3ccccc3s2)n1	-14.0
Cc1ccn(-c2ccc(N3CCN(C(=O)Nc4ccccc4Cl)CC3)nn2)n1	-5.0
O=C(C1CC1)N1CCN(Cc2nc(-c3ccc(F)cc3)cs2)CC1	-7.0&-17.0
COc1cc(C)c(C)cc1S(=O)(=O)Nc1ccc2c(c1)N(C(=O)C1CCCO1)CC2 (stereo unspecified)	-4.0
CS(=O)(=O)Nc1ccc(C2=NN(c3nc(-c4ccccc4)c4cc(Cl)ccc4n3)C(c3cccs3)C2)cc1 (stereo unspecified)	-12.0
COC(=O)CC(=O)CSc1nc2cc(C(=O)NCC(C)C)ccc2c(=O)n1CCc1ccccc1	0.0
Cc1nc(N2CCN(Cc3ccccc3)CC2)c2c3c(sc2n1)CCC3	6.0
Cc1ccccc1OCc1nc2ccccc2c(=O)n1N=Cc1cn[nH]c1-c1ccccc1	-8.1
COc1cc(OC)c(C=Nn2c(C)nnc2C)c(OC)c1	3.8
Cc1cc(C)cc(NC(=S)C(=C([O-])c2ccc(Cl)cc2Cl)[n+]2ccc(C(C)(C)C)cc2)c1	-0.4
Cc1cc(S(=O)(=O)NCCCN2CCOCC2)c(C)cc1Br	-14.0
COc1cccc(NC(=S)C(=C([O-])c2ccc([N+](=O)[O-])cc2)[n+]2ccccc2)c1	6.2
CCCN1CCCc2cc(CCNC(=O)c3ccccc3OCC)ccc21	74.0*
COc1ccc(S(=O)(=O)NCC(c2ccsc2)N2CCc3ccccc3C2)c(OC)c1 (stereo unspecified)	20.0
O=C(NN=C1CC(c2ccccc2)Oc2ccccc21)c1ccccn1 (stereo unspecified)	-3.6
CO[C@@H](CNC(=O)c1cccc(N(C)C)c1)c1ccccc1Cl	-7.0
CCCCN=C1SC(CC(N)=O)C(=O)N1CCCC (stereo unspecified)	-3.0
COc1ccc([C@@H](O)CN)cc1OC	-11.0
O=C1CCc2cc(S(=O)(=O)NCCC3=CCCCC3)cc3c2N1CCC3	-2.0
Cc1cc(C(=O)Nc2ccc3c(c2)C(=O)NC3=O)on1	-8.0
O=C(CSc1ncnc2c1oc1ccccc12)Nc1ccc([N+](=O)[O-])cc1	-11.0
Nc1ncnc(NCc2cccnc2)c1[N+](=O)[O-]	12.0
Cc1ccc(C(=O)Nc2ccc(C(=O)NN=Cc3ccc(C)o3)cc2)cc1	4.2
O=C(CSc1ccc(-c2ccncc2)nn1)Nc1ccc(F)c(F)c1	-11.0
Cn1ccnc1SCc1cc(=O)c(OC(=O)c2c(F)cccc2Cl)co1	1.0
COc1ccc(OC)c(NC(=O)C(=O)NCCc2ccc(N(C)C)cc2)c1	-12.0
COc1cc(OC)cc(C2=NC3(CCCCC3)N(C(=O)c3ccccc3)C2=S)c1	10.0
O=C(COc1ccccc1F)NCCn1nc(-c2cccs2)n(C2CC2)c1=O	-3.0
COc1ccc(N2CCN(CCNS(=O)(=O)c3ccc(F)c(Cl)c3)CC2)cc1	-21.0
O=C1C2N=NN(Cc3c(F)cccc3Cl)C2C(=O)N1c1ccc(Cl)cc1 (stereo unspecified)	4.0
O=C(Cn1c(=O)n(CCCCC(=O)NC2CCCC2)c(=O)c2ccccc21)NCCc1ccccc1	-19.0
Cc1nn(-c2ccccc2)c(C)c1C=NNC(=O)c1cc(-c2cccs2)[nH]n1	-2.4
CCN1C(=O)c2cccc3c(NC(=O)c4ccc(Cl)s4)ccc1c23	-20.0
COC(=O)C1CCN(C(=O)c2cn(C)nc2OC)CC1	-6.0
CCOc1cccc(C=NN=Cc2cccc(OCC)c2O)c1O	-7.2
Cc1cc(C=NNC(N)=O)c(C)c(CO)c1	-3.8
COc1cc(Br)ccc1NC(=O)C1CCC(C(=O)O)C1 (stereo unspecified)	-2.0
COc1cn(C)c(C(=O)Nc2ccc(C)cc2)cc1=O	-9.0
Cc1ccccc1C(=O)Nc1ccccc1C(=O)NN=Cc1ccco1	-2.7
More entries follow:
SMILES	SSB-PriA inh
CCC(=O)Nc1ccc2ncsc2c1	-13.0
COC1CCN(C2CCN(C(=O)c3ccccc3)CC2)CC1	-22.0
CCOC(=O)c1cc[n+](CC(=O)c2cccc([N+](=O)[O-])c2)cc1	-1.0
Cc1noc(CNS(=O)(=O)c2ccc3c(c2)CCCC3)n1	-2.0
CCOC(=O)c1nn(-c2ccccc2C)c(=O)cc1NC(=O)c1ccc(Br)o1	-9.0
O=C(Nc1ccncc1)c1ccc(N2C(=O)c3ccccc3C2=O)cc1	-11.0
Fc1cc(F)c2nc(NCCN3CCOCC3)sc2c1	23.0
CN(C1(C)CCS(=O)(=O)C1)S(=O)(=O)c1ccc(C(C)(C)C)cc1 (stereo unspecified)	7.0&8.0
COc1c[nH]c(C(=O)Nc2cccc(SC)c2)cc1=O	-3.0

Structures above containing a CF3 group:
SMILES	SSB-PriA inh
Cc1ccc(-c2cc(=O)n(CC(=O)Nc3ccc(OC(F)(F)F)cc3)cn2)cc1	-6.0
CN(C)S(=O)(=O)c1ccc(C(=O)NCCn2nc(C(F)(F)F)c3c2CCCC3)cc1	-25.0
CN(CC(=O)Nc1ccccc1OC(F)(F)F)C(=O)c1ccc(=O)[nH]c1	-14.0
O=C(Nc1ccccc1C(F)(F)F)c1n[nH]nc1-c1ccccc1	-6.0
